High-throughput results: PubChem BioAssay, National Center for Advancing Translational Sciences (NCATS)
Pin1 inh – human Pin1 inhibition; Q13526; Pin1 FP peptide displacement, HiFluor488, 10 min; Potency, µM (top dose mostly 115 µM), for inactives: at the top dose activity, negative = inhibition, actives largely listed as inhibitors; 390,000 tested, 0.009% active; AID 504891; active = well fitted inhibition curve with a large enough effect in the polarisation, with a control signal flat, not every such curve was filed as active; inconclusive = small, poorly fitted or top-dose-only effect, or effect the other way, or a change in a side signal; inactive = no such curve, though single readings can be large or run the other way; the % refers to the polarisation; also: % is scaled to controls: 0 for no effect and ±100 for the full control effect
JMJD2A Tudor – inhibitors of human JMJD2A Tudor domain. O75164. 390,000 tested, 4.4% active. AID 504339. AlphaScreen JMJD2A-Tudor / H3K4me3 peptide binding. Potency, µM (titrated, usually from 114 µM), inactives show at the highest dose activity change, negative = inhibition, most hits filed as inhibitors; also: % is scaled to controls: 0 for no effect and ±100 for the full control effect; nearly all actives have a fitted effect of over 50% in size
Tb PGK inh – T. brucei PGK inhibition; P07378; PGK/GAPDH coupled, Kinase-Glo luminescence, 60 min; 380,000 tested, 0.043% active; Potency, µM (top dose mostly 57.5 µM), for inactives: at the highest dose activity change, negative = inhibition, actives largely listed as inhibitors; also: % is scaled to controls: 0 for no effect and ±100 for the full control effect; nearly all actives have a fitted effect of over 60% in size
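Recombinant glycosomal PGK reaction used 1,3-bisphosphoglycerate generated in-well by GAPDH (100nM final) in 100mM TEA pH 7.6, 5mM MgCl2, 0.01% Tween-20. After 60 minutes at room temperature, ATP was read by Kinase-Glo Plus luminescence end-point.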
HP1b chromo inh – blocks HP1-beta chromodomain binding to methylated histone tails; P83916; AlphaScreen HP1-beta / biotin-H3K9me3 peptide binding; Potency, µM (highest dose often 114 µM), for inactives: at the top dose activity change, negative = inhibition, actives largely listed as inhibitors; 390,000 tested, 0.56% active; also: nearly all actives have a fitted effect of over 70% in size; inactives centre near 23
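Compound inhibition of the preformed complex between 50 nM HP1-beta and 50 nM biotinylated H3K9me3 peptide was read by AlphaScreen. Buffer was PBS pH 7.4 with 0.01% Tween-20. Incubations ran 30 min at room temperature, with 10 ug/mL donor/acceptor beads.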
BAZ2B block – blocks human BAZ2B; Q9UIF8; AlphaScreen BAZ2B-H3K14Ac peptide displacement; Potency, µM (top dose mostly 114 µM), without a hit: top-dose activity change, negative = inhibition, actives largely listed as inhibitors; 360,000 tested, 4.4% active; AID 504333; also: % is scaled to controls: 0 for no effect and ±100 for the full control effect; nearly all actives have a fitted effect of over 60% in size
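AlphaScreen displacement: compounds (up to 110uM) incubated 30 min at room temperature with a preformed 50 nM BAZ2B/50 nM biotinylated H3K14Ac peptide complex in PBS pH 7.4 with Tween-20. Donor and acceptor beads at 10 ug/mL final added, 20 min light-protected before reading.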
GLS inh – glutaminase GLS (human) inhibition | O94925 | GLS enzymatic activity, qHTS titration | Potency, µM (series often up to 45.5 µM), for inactives: top-dose activity change, negative = inhibition, usual class: inhibitors | 410,000 tested, 0.21% active | AID 624170; also: % is scaled to controls: 0 for no effect and ±100 for the full control effect
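Coupled fluorescence readout: glutamate oxidase/HRP/Amplex Red detect glutamate formed by hKGA from L-glutamine (1 mM solution added). Buffer 45 mM KH2PO4 pH 8.2, 0.02% Tween-20; reads at t0 and 30 min RT.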
G9a block – inhibitors of human histone lysine methyltransferase G9a | 350,000 tested, 8.8% active | Q96KQ7 | Potency, µM (doses to about 102 µM), for the others: top-dose activity, negative = inhibition, hits mostly inhibitors | AID 504332 | G9a H3K9 monomethylation, AlphaScreen, 2 h; also: % is scaled to controls: 0 for no effect and ±100 for the full control effect; nearly all actives have a fitted effect of over 75% in size
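AlphaScreen detection with an anti-monomethyl H3K9 antibody quantified product after a 2 h room-temperature reaction containing 500 nM biotinylated H3K9 peptide, 20 µM SAM and 20 nM enzyme, which had been preincubated 15 min with compound.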
BLM helicase inh – blocks DNA unwinding by human BLM helicase; P54132; AID 2528; Potency, µM (series often up to 56.1 µM), inactives show at the highest dose activity change, negative = inhibition, usual class: inhibitors; 350,000 tested, 0.2% active; recombinant BLM DNA unwinding, fluorescence dequenching;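 also: plate controls were vehicle for no effect and no enzyme for full effect; nearly all actives have a fitted effect of over 35% in size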
POLI inh – blocks human DNA polymerase iota activity. Potency, µM (highest dose often 115 µM), inactives show at the top dose activity, negative = inhibition, most hits filed as inhibitors. Q9UNA4. 390,000 tested, 1% active. Pol iota fluorescent replication assay, 10 min
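Fluorescent replication assay read twice, at 0 min and 10 min after adding 50 nM (final) substrate. Enzyme (10 nM) and compounds were first incubated 15 min at room temperature; enzyme-free buffer wells were negative controls.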
* hit, by the source's call; i = inactive; ? = inconclusive; nt = no result given; & = joins results of further samples; [ ] = dose if it differs, or a comment. Unless noted, calls follow the shape of the dose curve; as a rule, active = well fitted curve in the direction sought with a large enough effect; inconclusive = small, poorly fitted or top-dose-only effect, or another doubt; inactive = no such curve, though single readings can be large; an effect the other way counts as inactive or inconclusive. Potency is read from the fitted curve at half-maximal effect.

SMILES | Pin1 inh | JMJD2A Tudor | Tb PGK inh | HP1b chromo inh | BAZ2B block | GLS inh | G9a block | BLM helicase inh | POLI inh
O=C(Cc1cccc(NC(=O)C2CCN(C(=O)CCc3ccccc3)CC2)c1)Nc1cccc(C(=O)N2CCCC2)c1 | -2% | -21% | -6% | 16% | -10% | 1% | 13%[0.501 µM] | nt | 27%
CC(=O)Nc1ccc2cc3ccc(NC(C)=O)cc3nc2c1 | ? | -6% | -1% | 25% | -11% | 7% | nt | 3% | ?
Clc1ccc(CNCC2CCCO2)cc1 (stereo not given) | -1% | 9%[57.1 µM] | -3% | 43%[activator] | -22% | 2% | 37%[59 µM] | -4% | 135%[activator]
O=C(CCCOc1ccccc1)NNC(=O)c1ccncc1 | -2% | -9% | -4% | -8% | nt | -2% | nt | nt | ?
Brc1ccccc1OCCCn1cnc2ccccc21 | 0% | -8% | i | 30% | 4% | 9% | 12% | -3% | -4%
O=C1Nc2c(c(=O)[nH]c(=O)n2Cc2ccccc2)C1(NS(=O)(=O)c1ccccc1)C(F)(F)F (stereo not given) | -1% | -3% | -5% | 28% | -1% | 0% | 45µM* | -2% | -18%
COc1ccc(OC)c(CCNc2nccn(-c3ccc(C)c(C)c3)c2=O)c1 | 33%[activator] | 56µM* | 9% | ? | 25µM* | 3% | 16µM* | -7% | 3%
O=P(c1ccc2c(c1)OCCO2)(N1CCOCC1)N1CCOCC1 | -5% | -15% | -15% | 70%[activator] | -5% | 3% | -13% | -4% | -7%
COc1cc(C2C(C#N)=C(N)Oc3n[nH]c(-c4cccnc4)c32)ccc1OCC(N)=O (stereo not given) | 2% | -15% | -6% | 20% | -16% | 16% | 9% | -1% | -2%
O=C(CSC1=Nc2ccccc2N=C(c2ccc(F)cc2)C1)NCc1ccc(F)cc1 | 3% | -16% | i | 18%[57 µM] | -3% | -3% | -5%[59 µM] | -2% | 18%
Cn1nnnc1SCCCNCc1cc(Cl)ccc1OCc1ccccc1F | -8% | -14% | -4% | 37% | -33% | 0% | -2%[59 µM] | -8% | 22%
O=S(=O)(Nc1ncccn1)c1ccc(Nc2ncnc3ccccc23)cc1 | -6% | ? | nt | 20% | -3% | 20% | -40% | -2% | 5%
COc1cc(Cl)ccc1OCc1cc(C(=O)NC(C)Cc2cnccn2)no1 (stereo not given) | 2% | -14% | i | 2% | -4% | 4% | 14% | 1% | 22%
CC(Nc1ccccc1)c1ccncc1 (stereo not given) | 3% | -6% | i | 64%[activator] | -22% | 20% | 8% | 2% | 11%
CS(=O)(=O)N(CC(=O)N1CCN(Cc2ccccc2)CC1)c1cccc([N+](=O)[O-])c1 | -11% | -12% | 3% | 27% | -37% | -4% | -9% | -2% | 14%
CC(=O)COc1ccc2c(-c3ccccc3)cc(=O)oc2c1 | 3% | -11% | -3% | 4% | 4% | 20% | -6% | -1% | -12%
CS(C)(=O)=NS(=O)(=O)c1ccc(Cl)cc1 | -7% | -16% | -9% | 17% | -1% | 7% | -2% | 3% | 1%
COc1ccc(Cl)cc1N(CC(=O)N1CCCCCC1)S(C)(=O)=O | 1% | -5% | -6% | 34% | -3% | 5% | nt | -1% | 23%
Cc1ccc(C)c(C(=O)CN2C(=O)NC3(CCc4ccccc43)C2=O)c1 (stereo not given) | -5% | -31% | i | 15% | 5% | 4% | 29%[59 µM] | nt | 7%
COc1cccc(-c2ccc3c(N)c(C(=O)c4ccc(Cl)cc4)sc3n2)c1 | 38%[activator] | 5% | 3% | 65%[activator] | 3% | -9% | 13%[59 µM] | -8% | 27%
O=C(COC(=O)c1cccnc1Cl)Nc1cc(S(=O)(=O)N2CCCCCC2)ccc1Cl | 22% | -3% | -1% | 16% | 3% | 8% | -36% | nt | 42%[activator]
Cc1c(-c2ccc(Cl)cc2)c(=O)oc2c(CN3CCN(CCO)CC3)c(O)ccc12 | 7% | -5% | -7% | 26%[57 µM] | 9% | 20% | 21%[59 µM] | 4% | 1%
Cc1ccc(NC(=O)CCS(=O)(=O)c2cccc3nonc23)cc1Cl | -2%&3% | -27%&-24% | 4%&-8% | -2%&11% | 4%&5% | 0%&-2% | 18% | -1%&-1% | 52%[activator]
COc1ccccc1NC(=O)Nc1nc(CC(=O)NC2CCCC2)cs1 | -3% | -17% | 7% | 23% | -34% | 6% | ? | nt | 25%

Single records, from the list above. Screens in order: Pin1 inh	JMJD2A Tudor	Tb PGK inh	HP1b chromo inh	BAZ2B block	GLS inh	G9a block	BLM helicase inh	POLI inh
Cc1ccc(C)c(C(=O)CN2C(=O)NC3(CCc4ccccc43)C2=O)c1 (stereo not given) in the list: -5%	-31%	i	15%	5%	4%	29%[59 µM]	nt	7%
CC(=O)COc1ccc2c(-c3ccccc3)cc(=O)oc2c1 in the list: 3%	-11%	-3%	4%	4%	20%	-6%	-1%	-12%
CC(Nc1ccccc1)c1ccncc1 (stereo not given) in the list: 3%	-6%	i	64%[activator]	-22%	20%	8%	2%	11%

Next part:
SMILES | Pin1 inh | JMJD2A Tudor | Tb PGK inh | HP1b chromo inh | BAZ2B block | GLS inh | G9a block | BLM helicase inh | POLI inh
COc1ccc(N2CCN(C(=O)COC(=O)CCOc3ccc(C(C)(C)C)cc3)CC2)cc1 | 5% | -1% | -1% | 20% | -10% | -3% | -42% | nt | -6%
CCN(CC(=O)Nc1sc2c(c1C#N)CCCC2)CC(=O)NC1CCS(=O)(=O)C1 (stereo not given) | -8% | -7% | i | 29% | -6% | -4% | -32% | -3% | 37%[activator]
O=C(O)c1ccc(NC(=O)C2(c3ccccc3)CCCC2)cc1 | 17% | -6% | 0% | 28% | -1% | 0% | nt | 4% | 34%[activator]
CCCN(CCC)S(=O)(=O)c1ccc(C(=O)N2CCCc3ccccc32)cc1 | 2% | -10% | -4% | 18% | 11% | -18% | -3% | -5% | 23%
COc1ccc(C(C)(C)NC(=O)C2CCC(=O)N(CCCN3CCCC3=O)C2)cc1 (stereo not given) | 4% | -6% | -6% | 34% | -4% | -3% | 4%[59 µM] | -1% | 68%[activator]
O=C(Cn1ncc2c3ccccc3n(Cc3ccccc3F)c2c1=O)NC1CCCCCC1 | 6% | -14% | -6% | 11% | 3% | -6% | 6%[59 µM] | -5% | 18%
COC(=O)CCC(=O)NNC(=O)CCC(=O)Nc1cccc(Cl)c1C | ? | 7% | -12% | 42%[activator] | -8% | -9% | -2% | -1% | 43%[activator]
CCOCCCNS(=O)(=O)c1ccc2c(c1)OCCO2 | 0% | -1%[11.4 µM] | -4% | -8% | -1% | -3% | 16% | 2% | -10%
CCOc1ccccc1C1CC(=O)NC(SCC)=C1C#N (stereo not given) | 4% | -10% | 3% | 36% | 7% | 17% | ? | -2% | -2%
O=C1c2cccc(Sc3ccccc3)c2C(=O)c2c(Sc3ccccc3)cccc21 | 0% | 3.2µM* | 5% | 7.9µM* | 16µM* | 0% | 1µM* | 2% | ?
Cc1ccc(N/C=C2\CCCCC2=O)nc1 | 2% | -24% | -2% | -7% | -13% | 4% | 6% | -1% | 107%[activator]
COc1ccc(-n2ncc3c2CC(C)(C)CC3NC(=O)C2CCN(C(C)=O)CC2)cc1 (stereo not given) | -2% | 1% | i | 35% | -33% | -2% | 38% | 2% | 21%
O=C(NCC1CCCN(C(=O)NCc2ccccc2)C1)c1ccc2c(c1)OCO2 (stereo not given) | 2% | -16% | i | 50%[activator] | -17% | -11% | -5% | -4% | 15%
O=C(CCCc1ccccc1)Nc1ccnn1C1CCN(Cc2ccccn2)CC1 | ? | -10% | -1% | 24% | ? | -9% | 79µM* | -1% | 23%
O=C(CSc1nnc(-c2ccccn2)o1)Nc1ccccc1C(F)(F)F | -6% | -18% | 8% | 5% | 50µM* | -5% | 71µM* | 3% | 38%[activator]
CCOC(=O)c1cc(-c2ccccc2)n(-c2cccc(C(=O)Nc3cccc(C(C)=O)c3)c2)c1C | 12% | -33% | i | 29% | -30% | 6% | ? | -5% | 22%
O=C(NCCS(=O)(=O)NCc1ccccc1Cl)c1ccccc1 | -5% | 2% | 1% | 31% | -7% | 1% | 1% | nt | 4%
CCCn1c(SCc2ccccc2)nc2c1c(=O)[nH]c(=O)n2C | 2% | 14% | -7% | 18% | 6% | 2% | -20%[12.7 µM] | -3% | 15%
Cc1cc(NC(=O)Nc2nnc(N(C)C3CCCCC3)s2)ccc1Br | 0% | -14% | i | 12% | 50µM* | -2% | 5%[59 µM] | -6% | 12%
O=C1NN(c2ccccc2)C(=O)C2C3C=CC(C4CC34)C12 (stereo not given) | -3% | 3% | -5% | 25% | 0%[57.1 µM] | -2% | 5% | 2% | 5%
CCCOc1ccc(C(=O)N2CCN(c3ccc(N)cc3Cl)CC2)cc1 | 1% | -10%[11.4 µM] | -9% | -12% | ? | -7% | ? | -5% | 1%
O=C(Nc1cccc(-n2cnnn2)c1)c1cnccc1Cl | -3% | -21% | i | 25% | -6%[57.1 µM] | -6% | -1% | -1% | 2%
O=C(O)c1cc2cc(Cl)cc(Cl)c2oc1=O | ? | 24%[11.4 µM] | -4% | -6% | ? | -2% | 56µM* | -9% | ?
COCCSc1ccccc1C(=O)Nc1cc([N+](=O)[O-])ccc1OC | 0% | -14% | -7% | 18% | -17% | -4% | 40µM* | -3% | -3%
CCN(CC)c1ccc(C(=O)N/N=C(\C)c2cccnc2)cc1 | -3% | -14% | -10% | 30% | -6% | -14% | 4% | -4% | 90%[activator]
CCOC(=O)c1c(C)[nH]c(C(=O)COC(=O)c2cnccn2)c1C | 20% | -13% | -6% | 26% | -1% | -10% | 1%[59 µM] | nt | 17%
CCCCCCC(=O)NNC(=O)c1c(O)c2ccccc2n(CCC)c1=O | 6% | 2% | 6% | 41% | -1% | 4% | 37%[12.7 µM] | 1% | 142%[activator]
CC(NC(=O)C1CCCC1)C1CC2CCC1C2 (stereo not given) | -11% | 1% | 5% | 29% | -4% | 4% | 30%[59 µM] | 3% | 10%
O=C(CCc1ccccc1)N/N=C\c1cc2c(cc1Br)OCO2 | 2% | -12% | -6% | 33% | ? | -9% | nt | -3% | -2%

These rows are one share of the data, so the mix of outcomes need not match the whole.
